NCI-60 one-dose screen, 48 h, at 10 µM unless noted. Numbers give growth in % (100 = growth as untreated, 0 = no growth, -100 = all killed).
A498: A498 renal cancer cells. AID 1794774. 76,000 compounds, 5.4% hits
SN12C: SN12C renal cancer cells. 81,000 compounds, 3.8% hits. AID 1794767
CAKI-1: CAKI-1 renal cancer | 75,000 compounds, 4.7% hits | AID 1794772
PC-3: PC-3 prostate cancer cells. 80,000 compounds, 3.9% hits. AID 1794754
ACHN: ACHN renal cancer; 81,000 compounds, 4.9% hits
TK-10: TK-10 renal cancer cells. 81,000 compounds, 3.9% hits
RXF 393: RXF 393 renal cancer cells; 77,000 compounds, 6.9% hits; AID 1794773
UO-31: UO-31 renal cancer; 81,000 compounds, 5.2% hits
786-0: 786-0 renal cancer cells; AID 1794775; 81,000 compounds, 5.1% hits
The depositor's hits bear a star; x = no result given; & = joins results of further samples; ! = a repeat was not active. The calls were made as follows: active = growth percent below 10; inactive = the rest.

SMILES	A498	SN12C	CAKI-1	PC-3	ACHN	TK-10	RXF 393	UO-31	786-0
COC(=O)[C@]1(C)CCC[C@]2(C)[C@H]3C[C@@H]4[C@H]5[C@@H]6C/C(=C\c7cccnc7)C(=O)[C@H]5[C@@]3(CC[C@H]21)CC4(C(C)C)O6	x	84	65	69	92	118	89	83	104
COc1ccc(-c2nn(-c3cccc(NC(=O)c4cccc(C(F)(F)F)c4)c3)cc2-c2ccncc2)cc1Cl	-12*	45	11	14	37	41	19	14	17
Oc1ccc2ccccc2c1Sc1c(O)ccc2ccccc12	98	83	87	96	102	100	94	71	103
CCOc1ccccc1NC(=O)CCl	113	95	96	84	108	94	94	116	108
CCOC(=O)c1ccc2c(c1)nc(-c1ccc(OC)cc1)n2C1CCCCC1	86	96	104	77	111	102	111	76	93
CCOC(=Nc1ccc(OCC)cc1)SC(c1ccccc1)(c1ccccc1)c1ccccc1	89	102	75	89	88	98	95	90	100
CC(=O)NC(Cc1ccccc1)C(=O)Nc1ccc(Cl)cc1 (configuration not stated)	90	104	99	99	100	101	116	80	107
N#Cc1c(N)nc2c(nnn2-c2cccc(Cl)c2)c1N	122	91	92	93	86	112	98	69	93
Nc1nnc(-c2cc(=O)oc3c2ccc2ccccc23)o1	88	95	93	94	99	109	103	85	103
CCCCCCCCCCCCNC(=O)[C@H]1CSC(c2cc(Br)cs2)N1 (some centres not stated)	77	-53*	78	-35*	14	-80*	-60*	-76*	38
Cc1cc(C)n(C(=O)c2cnn(-c3ccc(S(N)(=O)=O)cc3)c2N)n1	x	98	115	x	103	98	x	96	91
O=C1/C(=C\c2cccn2CCCCCCn2c3ccccc3c(=O)c3ccccc32)c2ccccc2N1c1c(Cl)cccc1Cl	110	103	88	74	98	91	97	70	103
Cc1cccc(NC(=O)Nc2ccc(Nc3ncnc4[nH]c(C)c(C)c34)cc2F)c1	103	93	100	90	98	132	108	84	108
Cc1nn(-c2ccccc2)c2c1C(c1ccc([N+](=O)[O-])cc1)C(C#N)=C(N)O2 (configuration not stated)	111	101	115	102	108	141	99	70	102
CN(Cc1ccc(Cl)cc1)Cc1ccc(Cl)cc1	111	105	95	108	112	92	122	93	x
CC(=O)O[C@H]1CC[C@H]2[C@@H]3CC[C@H]4OC(=O)C=C[C@@H]4[C@H]3CC[C@]12C	110	98	97	95	101	128	90	106	104
NNC1C(=O)NC(c2cccc([N+](=O)[O-])c2)c2sc3c(F)cccc3c21 (configuration not stated)	99	98	74	88	87	160	108	61	118
S=c1[nH]c2c(-c3ccccc3)cccc2s1	121	98	77	108	105	105	121	x	x
NNS(=O)(=O)c1ccc([N+](=O)[O-])cc1	97	96	108	93	118	95	100	86	102
CSc1nc(N)n(/N=C(\C)c2ccccc2)c(=O)c1C#N	x	99	97	98	109	124	122	96	109
CCN(CC)Cc1c(O)ccc2c(=O)c(-c3ccc(OC)c(OC)c3)coc12	106	108	96	108	105	104	x	88	96
COc1ccc(-c2nnc(SCC(=O)Nc3ccc(C(=O)/C=C/c4ccccc4)cc3)o2)cc1	95	82	x	87	x	80	86	87	98
Cc1ccc2cc(/C=C3\SC(=Nc4ccc(S(N)(=O)=O)cc4)NC3=O)c(Cl)nc2c1	97	98	108	99	100	104	106	88	105
COc1cc(OC)c2sc(-c3ccc(-n4cncc4-c4ccc(OC)c(N)c4)cc3)nc2c1	78	87	61	50	90	83	75	61	79
Cc1cccc(I)c1	100	101	103	98	108	93	113	79	102
COc1sc(/C=N/NC(=O)c2[nH]c3ccc(Br)cc3c2-c2ccccc2)cc1Br	134	5.9*	15	19	7.6*	65	-0.8*	31	-1.7*
CC(=O)c1c(C)cc(C)nc1C	90	103	93	92	103	114	101	94	100
CCCC(C)C(C(=O)OCC)C(=O)OCC (configuration not stated)	98	95	92	100	106	113	105	111	110
COc1ccc(C(=O)NC(=O)Nc2ccc3c(c2)NC(=O)/C3=C\c2[nH]c(C)c(C(=O)NCCN3CCCC3)c2C)c(F)c1	85	90	x	87	66	x	91	94	35
NCC(=O)N1CCC[C@H]1C(=O)OC/C=C/c1ccccc1	124	106	87	88	104	107	124	76	98
CC1(C)CC(=O)C2=C(C1)OC1=C(C(=O)CC(C)(C)C1)C2c1ccc(OCc2cn(-c3ccc(Cl)c(Cl)c3)nn2)cc1	92	98	x	82	x	109	109	85	112
Cn1c(O)c(N=NC(=O)c2ccco2)c2ccccc21	87	94	84	97	99	156	88	70	97
CNC(=O)c1cc(Oc2ccc3c(c2)sc2nc(-c4ccc(N(C)C)cc4)cn23)ccn1	7.3*	43	32	32	22	77	14	33	31
CC(=O)Nc1nc(-c2ccc(N3CCN(C)CC3)c(NS(=O)(=O)c3ccc(C(F)(F)F)cc3)c2)cs1	52	14	13	30	5.9*	11	-47*	25	-62*
COc1ccc(/C=C/C(=O)c2ccc(NC(=O)CSc3nnc(-c4ccc5nc(-c6ccc(Cl)cc6)[nH]c5c4)o3)cc2)cc1	111	93	97	82	102	136	107	87	100
Cc1ccc(NC(=O)c2[nH]c(SCCN(C)C)nc2-c2ccc(F)cc2)cc1Nc1ccc2ncn(C)c(=O)c2c1	61	65	x	89	69	63	72	31	73
NS(=O)(=O)c1cnccc1Oc1c(-c2ccccc2)oc2ccccc2c1=O	91	108	116	92	102	124	103	88	89
CCn1c2ccc(/C=N/NS(=O)(=O)CCN(C)C)cc2c2cc(/C=N/NS(=O)(=O)CCN(C)C)ccc21	70	99	82	100	97	88	97	88	92
O=C(Nc1cccc(NOCc2ccccc2)c1)c1ccc2c(c1)ncn2-c1ccccc1	102	75	59	52	57	108	68	57	93
CC(C)CSc1nc(NN)c(C#N)c(-c2ccc(F)cc2)n1	68	80	68	57	61	92	79	56	86

Some of these compounds in order of SMILES length, low to high:
SMILES	A498	SN12C	CAKI-1	PC-3	ACHN	TK-10	RXF 393	UO-31	786-0
CC(C)CSc1nc(NN)c(C#N)c(-c2ccc(F)cc2)n1	68	80	68	57	61	92	79	56	86
NS(=O)(=O)c1cnccc1Oc1c(-c2ccccc2)oc2ccccc2c1=O	91	108	116	92	102	124	103	88	89
CCn1c2ccc(/C=N/NS(=O)(=O)CCN(C)C)cc2c2cc(/C=N/NS(=O)(=O)CCN(C)C)ccc21	70	99	82	100	97	88	97	88	92
Cc1ccc(NC(=O)c2[nH]c(SCCN(C)C)nc2-c2ccc(F)cc2)cc1Nc1ccc2ncn(C)c(=O)c2c1	61	65	x	89	69	63	72	31	73
CC1(C)CC(=O)C2=C(C1)OC1=C(C(=O)CC(C)(C)C1)C2c1ccc(OCc2cn(-c3ccc(Cl)c(Cl)c3)nn2)cc1	92	98	x	82	x	109	109	85	112

New compounds follow.
SMILES	A498	SN12C	CAKI-1	PC-3	ACHN	TK-10	RXF 393	UO-31	786-0
CN1c2ccnn2CC1c1ccccc1 (configuration not stated)	97	95	97	101	107	102	105	76	101
c1ccc(C2CC(c3cccc(OCCCCOc4cccc(C5=NOC(c6ccccc6)C5)c4)c3)=NO2)cc1 (configuration not stated)	118	99	97	102	103	103	104	89	97
O=Cc1ccc(OCc2cnnn2-c2cc(=O)[nH]c3ccccc23)cc1	126	104	87	96	93	106	x	65	101
CC1(C)OC2OC3C(CN)OC(c4ccccc4)OC3C2O1 (configuration not stated)	97	103	92	97	103	104	122	103	104
COc1ccc(OC)c(C2OC(c3cc(OC)c4ccccc4c3OC(C)=O)=NN2C(C)=O)c1 (configuration not stated)	92	93	96	75	87	141	113	59	107
C[C@@H]1C(=O)O[C@H]2[C@H]1CC/C(COC(=O)OC/C1=C/CC[C@@]3(C)O[C@H]3[C@H]3OC(=O)[C@@H](C)[C@@H]3CC1)=C\CC[C@@]1(C)O[C@@H]21	88	103	91	94	99	103	123	86	95
CNCCCn1c2c(c3ccc(F)cc3c1=O)C(=O)c1cc(OC)cnc1-2	-88*	6.9*	x	6.7*	-57*	x	-79*	-89*	-38*
CCCN1C(=O)c2c(F)c(F)c(F)c(F)c2C1=O	89	87	x	94	x	96	106	89	94
O=C(Nc1ccc(I)cc1F)c1cc(F)ccc1O	-59*	0.1*	-25*	3.4*	2.6*	-0.4*	-2.5*	6.4*	-0.6*
COc1ccc(Cl)cc1NC(=O)c1cc2c(n1C)-c1nc(N)sc1CCC2	102	87	x	69	x	89	104	76	92
C=CCN1C(=O)c2cccc3c(NCCO)ccc(c23)C1=O	87	94	80	75	90	102	98	73	94
Nc1ccc2c(c1)N=[N+]([O-])c1cc(N)ccc1C2	152	86	75	100	98	70	124	88	109
CCN(CC)c1ccc(Cc2ccc(N(CC)CC)c3cccnc23)c2ncccc12	86	90	75	74	91	94	114	80	99
Cn1c2cc3c(oc-2nc1=N)-c1ccccc1OC3O (configuration not stated)	135	103	89	105	100	114	101	79	100
CNC(=O)Nc1sc2cc(OC(C)=O)ccc2c1C(N)=O	88	95	87	86	70	99	109	57	93
COc1ccc(C(=O)n2nc(-c3ccncc3)nc2N)cc1OC	89	100	94	92	98	103	109	95	105
O=C(O)C(=O)Cc1ccc([N+](=O)[O-])cc1Br	109	96	81	92	99	151	109	78	104
O=C(O)C(Cc1cc(I)c(O)c(I)c1)c1ccccc1 (configuration not stated)	79&94	106&98	102&98	98&100	98&101	88&95	104&111	80&79	100&103
Cc1ccc(S(=O)(=O)Nc2ccc(Cl)c(Cl)c2)cc1	72	98	x	78	96	103	98	80	102
O=C(O)C(c1ccccc1)c1ccccc1O (configuration not stated)	115	106	107	92	99	96	109	77	94

Three entries drawn at random from those above:
SMILES	A498	SN12C	CAKI-1	PC-3	ACHN	TK-10	RXF 393	UO-31	786-0
Cc1ccc(S(=O)(=O)Nc2ccc(Cl)c(Cl)c2)cc1	72	98	x	78	96	103	98	80	102
Nc1ccc2c(c1)N=[N+]([O-])c1cc(N)ccc1C2	152	86	75	100	98	70	124	88	109
O=C(O)C(=O)Cc1ccc([N+](=O)[O-])cc1Br	109	96	81	92	99	151	109	78	104

(more compounds)
SMILES	A498	SN12C	CAKI-1	PC-3	ACHN	TK-10	RXF 393	UO-31	786-0
COc1cccc(C(=O)C(=O)c2cccc(OC)c2OC)c1OC	x	102	87	88	102	119	106	69	112
COc1ccc(-c2ccc(NC(=O)Nc3cccc(Cl)c3)c(C)n2)cc1OC	70	87	x	39	x	99	83	79	72
Cn1ccnc1C(=O)/C=C/c1ccc(CC(=O)Nc2ccc(S(F)(F)(F)(F)F)cc2)cc1	13	-12*	-31*	-33*	-22*	5.9*	-71*	-90*	-83*
CCOC(=O)CCCCn1c(-c2ccccc2)cc(-c2ccccc2)c(C#N)c1=O	90	101	83	87	101	107	96	84	97
Nc1nc(=S)c2[nH]cnc2[nH]1	32	30&30	4.0*!	32&33	21&19	31&10	-2.7*	28&16	10.0*!
N#Cc1c(-c2ccc(Cl)cc2)nc(SCC(=O)NC2=NN=C(c3ccccc3)CS2)[nH]c1=O	98	97	77	79	89	119	84	71	93
O=C1C2CC=CCC2C(=O)N1C(O)C(Cl)(Cl)Cl (configuration not stated)	115	112	98	109	100	x	107	98	110
OC1CSC1	86	99	96	99	102	127	108	106	105
Cn1cc(CCc2ccncc2)c2ccccc21	87	95	95	83	101	84	101	80	87
N/C(=N\O)c1cn(C2OC(CO)C(O)C2O)c2ncnc(N)c12 (configuration not stated)	-56*	3.6*	3.3*	4.7*	12	-0.4*	-10.0*	10.0*	21
COc1ccc(-n2ncn(Cc3nc(-c4ccccc4)n[nH]3)c2=O)cc1	83	99	94	68	100	93	111	84	88
CSc1nc(-c2cccs2)c(C#N)c(-n2nc(C)cc2C)n1	84	111	x	99	109	92	121	82	93
CCC(C)[C@@H]1N[C@@]2(C(=O)Nc3ccccc32)[C@@H](c2ccc(F)cc2)[C@@H]1C(=O)c1ccc(O)cc1 (some centres not stated)	75	86	75	60	72	108	x	58	82
CO[C@H](C(=O)NC1C(O)OC(CO)C(O)C1O)[C@@H]1Cc2cc3cc(OC4CC(OC5CC(O)C(O)C(C)O5)C(O)C(C)O4)c(C)c(O)c3c(O)c2C(=O)[C@H]1OC1CC(OC2CC(OC3CC(C)(O)C(O)C(C)O3)C(O)C(C)O2)C(O)C(C)O1 (some centres not stated)	104	89	98	92	101	102	96	87	99
Cc1ccc(S(=O)(=O)c2ccccc2)cc1	28	50	25	31	56	52	39	x	x
O=S(=O)(/C=C/c1ccccc1)c1ccc(F)cc1	114	98	103	98	118	132	107	84	98
S=C(Nc1ccccc1)Nc1cccc(NC(=S)Nc2ccccc2)c1	118	96	89	124	104	117	117	85	113
CCOC(=O)C1=C(N)N(c2ccc(Cl)cc2)C2=C(C(=O)CC(C)(C)C2)C1c1ccc(Cl)cc1 (configuration not stated)	141	112	81	42	68	89	65	66	77
CC(=O)C(=Cc1ccc(F)cc1)C(C)=O	110	102	96	99	98	106	109	82	105
Cc1ccc(C(C)C)cc1NC(=O)c1ccccc1N(C)C	100	88	71	74	88	90	85	76	82
CCN(CC)CCCOc1cc([N+](=O)[O-])ccc1C#N	95	x	112	101	98	95	128	100	102
O=Nc1c(O)[nH]c2ccccc12	91	105	100	91	107	103	116	84	109
CC[N+](C)(C)C(C)(C)C	101	101	96	100	102	111	99	x	109
O=C(Nc1ccc(Oc2cccc(Cl)c2)c(Cl)c1)c1cccnn1	87	83	81	57	98	75	90	65	77

Among those listed so far, 2 have a CF3 group:
SMILES	A498	SN12C	CAKI-1	PC-3	ACHN	TK-10	RXF 393	UO-31	786-0
COc1ccc(-c2nn(-c3cccc(NC(=O)c4cccc(C(F)(F)F)c4)c3)cc2-c2ccncc2)cc1Cl	-12*	45	11	14	37	41	19	14	17
CC(=O)Nc1nc(-c2ccc(N3CCN(C)CC3)c(NS(=O)(=O)c3ccc(C(F)(F)F)cc3)c2)cs1	52	14	13	30	5.9*	11	-47*	25	-62*

Assay outcomes as filed in PubChem.
